Screening results (PubChem BioAssay)
TDP1 inh – TDP1 (human) enzyme inhibition | Q9NUW8 | recombinant TDP1, AlphaScreen DNA substrate cleavage | Potency, µM (highest dose often 130 µM), for inactives: at the highest dose activity change, negative = inhibition, most hits filed as inhibitors | 350,000 compounds, 0.28% hits; also: nearly all actives have a fitted effect of over 40% in size
Target sequence (Q9NUW8 whole entry, looked up): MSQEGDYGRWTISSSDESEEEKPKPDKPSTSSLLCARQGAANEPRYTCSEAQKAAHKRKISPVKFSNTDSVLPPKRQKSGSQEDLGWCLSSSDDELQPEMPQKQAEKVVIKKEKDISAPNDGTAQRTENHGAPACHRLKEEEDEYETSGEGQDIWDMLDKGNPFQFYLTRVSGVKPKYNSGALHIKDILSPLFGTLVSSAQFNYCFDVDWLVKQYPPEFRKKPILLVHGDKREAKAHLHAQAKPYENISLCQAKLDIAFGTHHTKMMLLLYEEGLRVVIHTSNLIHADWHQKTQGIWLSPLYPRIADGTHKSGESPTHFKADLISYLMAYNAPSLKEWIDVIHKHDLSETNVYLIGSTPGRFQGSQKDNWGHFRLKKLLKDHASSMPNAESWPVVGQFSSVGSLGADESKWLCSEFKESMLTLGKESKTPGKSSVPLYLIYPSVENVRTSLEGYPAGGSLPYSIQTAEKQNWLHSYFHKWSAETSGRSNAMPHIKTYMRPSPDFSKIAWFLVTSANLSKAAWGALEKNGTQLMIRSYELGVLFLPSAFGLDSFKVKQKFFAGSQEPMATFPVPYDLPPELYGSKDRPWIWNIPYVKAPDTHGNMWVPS
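Recombinant human Tdp1 (E. coli-expressed, 1 nM final) preincubated with compounds 15 min at room temperature, then 5'-biotin/3'-phosphotyrosine-FITC DNA substrate (15 nM final) added for 5 min. AlphaScreen beads (10 ug/ml final) added 10 min; cleavage lowers signal.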
TDP1 cell CPT – DT40-hTDP1 cell growth loss with CPT; chicken DT40 Tdp1-/-;hTDP1 cells + 20 nM CPT, ATP luminescence, 48 h; Potency, µM (highest dose often 46.2 µM), for the others: top-dose activity change, negative = growth inhibition, most hits filed as inhibitors; 420,000 compounds, 12% hits; also: nearly all actives have a fitted effect of over 55% in size
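Chicken DT40 Tdp1-/- cells stably complemented with human TDP1 were seeded at 400 cells/well in medium containing 20 nM camptothecin, exposed to pin-transferred compounds, and grown at 37 °C for at least 48 hr. Viability was read as ATP luminescence.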
DT40 TDP1 no CPT – qHTS for Inhibitors of human tyrosyl-DNA phosphodiesterase 1 (TDP1): qHTS in cells in absence of CPT; DT40 Tdp1-/- hTDP1 cells, no CPT, ATP luminescence, 48 h; Potency, µM (highest dose often 46.2 µM), without a hit: top-dose activity change, negative = growth inhibition, actives largely listed as inhibitors; 420,000 compounds, 15% hits; also: nearly all actives have a fitted effect of over 55% in size
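A cellular qHTS used chicken DT40 cells lacking endogenous Tdp1 but carrying stably transfected human TDP1. Compounds were applied without camptothecin, and cell growth kinetics were judged by ATP-dependent luminescence after ≥48 hr.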
Active calls of the source: *; ? = inconclusive; . = no result given; & = joins results of further samples; [ ] = dose if it differs, or a comment. Calls follow the shape of the dose curve; as a rule, active = well fitted curve in the direction sought with a large enough effect; inconclusive = small, poorly fitted or top-dose-only effect, or another doubt; inactive = no such curve, though single readings can be large; an effect the other way counts as inactive or inconclusive. % is scaled to controls: 0 for no effect and ±100 for the full control effect; potency is read from the fitted curve at half-maximal effect.

SMILES	TDP1 inh	TDP1 cell CPT	DT40 TDP1 no CPT
COc1cccc(C(=O)N2CCN(C3CCC(c4ccccc4)CC3)CC2)c1OC (configuration not stated)	-2%	?	?
O=C(OCCN1CCCCC1)c1cc2ccccc2o1	2%	-21%	-26%
CCn1c2ccccc2c2n[nH]c(=S)nc21	.	-28%	?
O=C(c1ccccc1Cl)N1CCN(Cc2ccc3c(c2)OCO3)CC1	2%	-13%	-15%
Cc1cccc(-n2ccnc2CN2CCC(CO)(Cc3ccccc3)CC2)c1	.	3%	-8%
Cc1noc(C)c1C(=O)NCc1ccccc1	2%	14%	4%
Cc1c(C(=O)N2CCN(c3ccccc3)CC2)oc2c(F)cccc12	4%	?	?
COc1cc(CNCCSc2nnnn2C)cc(Br)c1OCc1ccccc1F	2%	-26%	?
COc1ccccc1OCC(=O)Nc1ccccc1C(=O)NC1CC1	.	17%	-6%
O=C(NCCc1ccccn1)C(F)(F)C(F)(F)C(F)(F)C(F)(F)C(F)(F)C(F)(F)C(F)(F)C(F)F	4%	-18%	-25%
Cc1cc(NS(=O)(=O)c2ccc(Br)s2)no1	.	-21%	3%
O=C(Nc1cccc(C(=O)N2CCCC2)c1)C1CCCC1	.	7%	7%
CCOc1ccc(C2NCCc3cc(OC)c(OC)cc32)cc1OC (configuration not stated)	.	-13%	-27%
CN(C(=O)c1ccccc1C(=O)OCC(=O)c1ccc(F)c(F)c1)C1CCCCC1	0%	?	26µM*
CCNc1ncc2nc(-c3cc(F)cc(F)c3)c(=O)n(C3CC3)c2n1	.	-11%	3%
O=C(NCCCc1ccccc1)N1CCOCC1	6%	11%	5%
Cc1c(Cc2ccccc2)c(=O)oc2cc(O)ccc12	1%	-27%	6%
COc1ccc(C(C(=O)Nc2ccc(C(C)C)cc2)N(Cc2ccco2)C(=O)CC2NC(=O)NC2=O)cc1 (configuration not stated)	8%	?	?
O=C(Nc1ccc(N2CCN(C(=O)c3ccco3)CC2)cc1)c1cccs1	7%	?	-29%
COc1ccc(Cn2nnnc2C(c2ccccc2Cl)N2CCN(C3CCCC3)CC2)cc1 (configuration not stated)	1%	?	?
COc1ccc(CC(=O)N2CC3(C)CC2CC(C)(C)C3)cc1 (configuration not stated)	-5%	?	?
CCn1cc(C(=O)NCC(C)C)c(=O)c2cc(F)c(N3CCN(C(=O)c4ccco4)CC3)cc21	-1%[0.0935 µM]	?	21µM*
CCCC(=O)NCc1ccccc1Cl	1%	4%	12%
CCCOc1ccc(/C(O)=C2/C(=O)C(=O)N(c3cc(C)on3)C2c2ccc(C(=O)OC)cc2)cc1 (configuration not stated)	0%	-15%	1%
CC(N)=NCCCC[C@H](N)C(=O)O	8%[56.1 µM]	1%	-4%

Part of the list above in order of length of the SMILES, high to low.
SMILES	TDP1 inh	TDP1 cell CPT	DT40 TDP1 no CPT
O=C(NCCc1ccccn1)C(F)(F)C(F)(F)C(F)(F)C(F)(F)C(F)(F)C(F)(F)C(F)(F)C(F)F	4%	-18%	-25%
COc1ccc(C(C(=O)Nc2ccc(C(C)C)cc2)N(Cc2ccco2)C(=O)CC2NC(=O)NC2=O)cc1 (configuration not stated)	8%	?	?
COc1ccc(Cn2nnnc2C(c2ccccc2Cl)N2CCN(C3CCCC3)CC2)cc1 (configuration not stated)	1%	?	?
COc1cccc(C(=O)N2CCN(C3CCC(c4ccccc4)CC3)CC2)c1OC (configuration not stated)	-2%	?	?
CCNc1ncc2nc(-c3cc(F)cc(F)c3)c(=O)n(C3CC3)c2n1	.	-11%	3%
Cc1cccc(-n2ccnc2CN2CCC(CO)(Cc3ccccc3)CC2)c1	.	3%	-8%
Cc1c(C(=O)N2CCN(c3ccccc3)CC2)oc2c(F)cccc12	4%	?	?
COc1cc(CNCCSc2nnnn2C)cc(Br)c1OCc1ccccc1F	2%	-26%	?
CCOc1ccc(C2NCCc3cc(OC)c(OC)cc32)cc1OC (configuration not stated)	.	-13%	-27%
O=C(Nc1cccc(C(=O)N2CCCC2)c1)C1CCCC1	.	7%	7%
Cc1c(Cc2ccccc2)c(=O)oc2cc(O)ccc12	1%	-27%	6%
Cc1cc(NS(=O)(=O)c2ccc(Br)s2)no1	.	-21%	3%
CCn1c2ccccc2c2n[nH]c(=S)nc21	.	-28%	?
Cc1noc(C)c1C(=O)NCc1ccccc1	2%	14%	4%
CC(N)=NCCCC[C@H](N)C(=O)O	8%[56.1 µM]	1%	-4%

Going on with the list.
SMILES	TDP1 inh	TDP1 cell CPT	DT40 TDP1 no CPT
COc1ccccc1CC(=O)Nc1ccc([N+](=O)[O-])cc1O	.	-4%	-29%
CCc1ccc(OCC(=O)OC(C)C(=O)Nc2ccc(Cl)cn2)cc1 (configuration not stated)	-12%	-12%	24%
Cc1cc(OCC(=O)Nc2ccncc2)c(C)cc1Br	5%	?	-17%
CCCCN(CC)S(=O)(=O)N1CCC(C(=O)NCCCN2CCOCC2)CC1	7%	-2%	-2%
Cc1cc(C(=O)N/N=C/c2cccc(OC(=O)c3cccc(Br)c3)c2)n[nH]1	3%	-7%	-2%
CCCCn1c2nc3ccccc3nc2c2c(=N)oc(C)nc21	5%	1%	-3%
COc1ccc(C)cc1S(=O)(=O)Nc1ccc(-n2c(C)nc3ccccc3c2=O)cc1	0%	?	?
Cc1cc(=O)n(C(C)c2ccccc2)n1C(C)c1ccccc1 (configuration not stated)	.	-29%	?
CCc1ccc(-c2n[nH]nc2C2=CC(=O)C[C@H](c3ccc(F)cc3)C2)cc1	.	?	2.9µM*
C[C@@H](C(=O)NCc1ccccc1)[C@@H]1C[C@@]1(C)[C@@H](NC(=O)OCc1ccccc1)c1ccccc1	-4%&3%	16µM*	?
COc1ccc(/C=C2\CCC/C(=C\C=N\N(C)C)C2=O)cc1	9%	?	?
O=C(COC(=O)CNC(=O)c1ccc([N+](=O)[O-])o1)Nc1ncc(Cl)cc1Cl	-19%	?	-7%
CCCN1C(=O)CC(=O)N=C1SCC(=O)Nc1ccccc1F	0%	-20%	-1%
CSc1ncnc2c1ncn2CCCN1CCN(Cc2cccc3ccccc23)CC1	.	?	23µM*
COc1ccc(C(=O)Nc2ccc(C(=O)N3CCOCC3)cc2)cc1OC	-4%	-17%	-11%
CCOCCCn1c(SCC(=O)Nc2cc(OC)ccc2OC)nc2ccccc2c1=O	.	13µM*	?
CC(=O)Nc1ccc(C(=O)N(C)C(C(=O)Nc2ccc(C)cc2)c2ccccn2)cc1 (configuration not stated)	6%	-28%	?
O=C(Nc1ccc(Cl)c(S(=O)(=O)N2CCOCC2)c1)C1=NN(c2ccccc2)C(=O)CC1	1%	-26%	?
CCn1c(SCC(=O)Nc2cc(C)on2)nnc1-c1ccco1	7%	-6%	-14%
O=c1c2c(nc3cc(-c4cccc(Cl)c4)[nH]n13)CCC2	0%	?	?
Cc1ccc(NP(=O)(c2ccc(N(C)C)cc2NC(=O)c2cccs2)N2CCOCC2)cc1 (configuration not stated)	4%	-25%	?
CC(=O)CC(C)(C)NC(C)=S	.	14%	1%
Cn1c(C(=O)N2CCCC(C(=O)NCc3ccccc3)C2)cc2sccc21 (configuration not stated)	6%	?	-16%
Cc1ccc(-c2ccnc(-n3ncc(C(=O)NC[C@@H]4CCCN5CCCC[C@H]45)c3C3CC3)n2)o1	.	13%	-14%
Cc1ccc(/C=N/NC(=O)c2nnn(-c3nonc3N)c2-c2ccc3c(c2)OCO3)s1	1%	-11%	-21%
Next part.
SMILES	TDP1 inh	TDP1 cell CPT	DT40 TDP1 no CPT
CC(C)C(N)c1csc(NC(=O)Nc2cccc(C(F)(F)F)c2)n1 (configuration not stated)	.	15µM*	15µM*
CCOc1ccc([C@@H]2CC=C(C(=O)O)[C@H](c3ccc(Cl)cc3)N2S(=O)(=O)c2ccc(C)cc2)cc1	-1%	-15%	-25%
Cc1ccc(S(=O)(=O)NCC(=O)OCC(=O)NCc2ccc(F)cc2)cc1	0%	-5%	1%
CO/N=C1\CCn2c1c(C)c1ccccc12	3%	8%	-2%
COc1ccccc1CNC(=O)C(=O)NCCC1CCCCN1S(=O)(=O)c1cccs1 (configuration not stated)	-1%	?	?
Cc1cc(C)c2c(c1)cc(C)c1nnc(SCC(=O)Nc3cc(C)on3)n12	-2%	8.2µM*	12µM*
COc1cccc(C(=O)NN2CC(O)=C(c3nc(C)cs3)C2=N)c1	3%	11%	24%
CCOC(=O)N1CCC(NC(=O)Cn2cc3c(n2)CCCCC3)CC1	-3%	-16%	-11%
CC(C)(C)C(=O)Nc1nnc(-c2ccncc2)o1	-1%	-19%	1%
COC(=O)c1sc2nc(C)c([N+](=O)[O-])c(C)c2c1N	3%	-24%	-22%
C=CCCCCCCCCCCCC(O)CC(O)CO (configuration not stated) (tested in a mixture with another compound)	-10%[56.1 µM]	?	-18%
CN1C(=O)C(CC(=O)NC2CCCCC2)N(C)C1=O (configuration not stated)	1%	4%	-2%
COc1cc(CCC(=O)Nc2cnc3ccccc3c2)cc(OC)c1OC	.	-3%	?
CCOc1ccc(-c2cc(-c3nc(-c4cc(OC)c(OC)c(OC)c4)no3)[nH]n2)cc1Cl	3%	5.8µM*	3.3µM*
Cc1ccc(NCc2cccn2-c2nnc(N3CCC(C(=O)NC(C)C)CC3)s2)cc1	7%	?	?
Cc1ccc(S(=O)(=O)Nc2cc(C)cc(CCNC=O)c2C)cc1	.	-23%	?
Cc1ccc(NC(=O)CSc2nc(=O)n(CCCN3CCOCC3)c3c2CCCC3)cc1F	-6%	1%	-18%
COc1ccc(S(=O)(=O)N2CCN(C(=O)c3c(C)nn(-c4ccccc4)c3Cl)CC2)cc1	1%	?	23µM*
CC1CCCCN1C(=O)CSc1nnc(Cc2ccccc2)n1C (configuration not stated)	-2%	1%	1%
O=S(=O)(Cc1cc(NCc2ccccc2)nc(-c2ccncc2)n1)c1ccccc1	6%	6%	-24%
CC(=O)N1CCN(c2nc(CC(C)C)c3c(c2C#N)CCC3)CC1	3%	-28%	?
CCCn1c(=O)c(C(=O)NCc2ccccc2Cl)c(O)c2ccccc21	.	?	-55%
Cc1ccc(S(=O)(=O)n2nccc2-c2c(-c3ccccc3)noc2C)cc1	6%	?	18µM*
COc1ccccc1NC(=O)c1sc2nc(C)c(C(=O)Nc3ccc(C)cc3C)c(-c3ccc(C)o3)c2c1N	-5%	?	?
CC(C)c1ccc(N2C(=O)CSC23C(=O)N2CCCc4cccc3c42)cc1 (configuration not stated)	5%	-17%	-27%
Going on with the list.
SMILES	TDP1 inh	TDP1 cell CPT	DT40 TDP1 no CPT
CCCCCCC1CC(/C(C)=N\NC(N)=O)OC1=O (configuration not stated)	3%	-13%	-7%
CC(=O)Nc1ccc(NC(=O)c2csc([C@@H]3O[C@H](CO)[C@H](O)[C@H](O)[C@H]3O)n2)cc1	.	3%	10%
CC1(C)C2CC=C(/C=N/NC(=O)C3CC3)C1C2 (configuration not stated)	0%	0%	-4%
CCOC(=O)N1CCN(C(=O)CSc2nc3ccccc3c(=O)n2-c2ccccc2)CC1	3%	?	?
O=C1c2ccccc2C(=O)c2c(NCc3cccnc3)cccc21	11%	?	?
O=C(COc1ccc(Br)cc1)Nc1nc(-c2cccnc2)cs1	3%	?	-29%
COc1cc(C2NC(=O)NC(C)=C2C(=O)OC2CCCCC2)cc(Br)c1O (configuration not stated)	1%	-29%	-21%
COc1ccc(CNc2nc3c(-c4ccc(C)cc4)nnn3c3ccccc23)cc1	4%	-26%	-20%
COc1cc(-c2ccc(N=Nc3ccc4c(S(=O)(=O)O)cc(S(=O)(=O)O)c(N)c4c3O)c(OC)c2)ccc1N=Nc1ccc2c(S(=O)(=O)O)cc(S(=O)(=O)O)c(N)c2c1O	?	?	?
C[C@@H]1CCC(=O)N(CC[C@H](N=[N+]=[N-])c2ccccc2)CC1	.	12%&-17%	?
COc1ccc(C(=O)OCC(=O)N(Cc2ccccc2)Cc2ccccc2)c(O)c1	.	?	18µM*
Cc1nc2cc(C(=O)NCCC3=CCCCC3)ccc2n1-c1ccc(Br)cc1	1%	?	?
CC(=O)Nc1ccccc1-c1nc(CNC(=O)c2cc(C)ccc2C)c(C)o1	.	2%[9.04 µM]	-4%
O=C(NCCc1ccc2c(c1)OCCO2)c1ccc(F)cc1	1%	?	?
